Compound activity as filed in PubChem BioAssay.
TNAP act hiacc = increases human TNAP activity under high phosphate acceptor concentration | P05186 | purified TNAP, CDP-star luminescence, 1 M DEA, 30 min; active compounds read high; 0 = EDTA background, 1 = DMSO-only activity | activation factor at 20 µM | 200,000 tested, under 10 active | AID 1136;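 active = activation factor at least 2 at 20 µM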
Target sequence (P05186 whole entry, looked up): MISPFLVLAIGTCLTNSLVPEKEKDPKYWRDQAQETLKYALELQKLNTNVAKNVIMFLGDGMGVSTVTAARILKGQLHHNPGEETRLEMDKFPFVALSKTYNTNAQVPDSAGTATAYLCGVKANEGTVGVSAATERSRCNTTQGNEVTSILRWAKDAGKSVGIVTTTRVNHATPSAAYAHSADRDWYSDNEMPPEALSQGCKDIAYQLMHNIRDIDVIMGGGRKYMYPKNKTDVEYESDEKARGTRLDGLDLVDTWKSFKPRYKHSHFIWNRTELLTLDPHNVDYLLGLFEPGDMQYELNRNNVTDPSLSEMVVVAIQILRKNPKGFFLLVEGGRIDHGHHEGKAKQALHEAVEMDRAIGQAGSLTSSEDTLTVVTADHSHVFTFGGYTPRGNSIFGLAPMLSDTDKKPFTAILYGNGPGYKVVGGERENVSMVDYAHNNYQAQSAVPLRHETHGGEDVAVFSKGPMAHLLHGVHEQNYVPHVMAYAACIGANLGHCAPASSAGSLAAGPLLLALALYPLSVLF
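system = human TNAP | amount = enzyme diluted 1/800 final | reagent = 100 µM CDP-star substrate | signal = luminescent substrate turnover signal | dosing = one dose, 20 µM | benchmarks = EDTA negative control, DMSO positive control | measure = activation factor | timing = 30 min reaction, room temperature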
PMI act = increases human mannose-6-phosphate isomerase activity. P34949. purified human PMI, coupled resazurin fluorescence, 20 min; active compounds read high; 1 = vehicle control, 0 substrate-free wells. activation factor at 20 µM. hit rate 0.005% among 190,000. AID 1214;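 active = activation factor of 2 or more at 20 µM, relative to plate controls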
NF-kB neuron act = compounds increasing NF-kB expression in human neuronal cells; NF-kB reporter expression; active compounds read high; fold change at 12.5 µM; hit rate 1.6% among 190,000; AID 1239; in the data active = fold change above about 3.3
APP 5'UTR act = activates APP 5'UTR luciferase reporter. SH-SY5Y APP 5'UTR luciferase reporter, luminescence; zero percent = DMSO vehicle wells. activation, % at 2 µM. hit rate 1% among 190,000. AID 1276;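 active = activation above a set limit, based on mean plus 3 SD of controls, cut at about 140% in these data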; also: values of inactives mirror those of a sister screen read the other way
TNAP inh hiacc = inhibitors of human TNAP at high phosphate acceptor concentration | purified TNAP, CDP-star luminescence, 1 M DEA | P05186 | inhibition, % at 20 µM | hit rate 0.03% among 200,000 | AID 1135;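 active = over 50% inhibition of tissue-nonspecific alkaline phosphatase at 20 µM in the single-dose screen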;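 also: plate controls were DMSO wells for no effect and EDTA-quenched wells as full inhibition for full effect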
PMI act satM6P = PMI (human) activation, high substrate; hit rate 0.34% among 190,000; activation factor at 20 µM; coupled PMI enzyme assay, resazurin fluorescence, 20 min; active compounds read high; 1 = untreated enzyme, 0 = substrate-free blank;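 active = activation factor of 2 or more at 20 µM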
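Test system: human phosphomannose isomerase with PGI, G6PDH, diaphorase coupling enzymes; Amount: PMI at 15 ng/mL final; Reagent: Mannose-6-phosphate 1.0 mM (near-saturating) plus 0.22 mM NADP+; Timing: 20 min, room temperature; Technique: resorufin fluorescence at Ex 544/Em 590 nm; Dosing: 20 µM single dose.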
bIAP act = increases bovine intestinal alkaline phosphatase activity; purified bovine IAP, CDP-star luminescence, 30 min; active compounds read high; fold of DMSO-control signal, blank-subtracted; activation factor at 20 µM; hit rate 0.17% among 200,000; AID 1016;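 active = activation factor of 2 or more at 20 µM, a signal rise over negative controls twice the positive control's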
FLuc stim CS = affects firefly luciferase, flagging false hits in luciferase stimulation screens. 200,000 tested, under 10 active. P08659. AID 1027. activation factor at 10 µM. ATPlite luciferase biochemical, luminescence, 10 min; 0 = ATP-free wells, 1 = DMSO control;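 active = luciferase activation factor, scaled between plate controls, of at least 2 with compound at 10 µM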
Target sequence (P08659 whole entry, looked up): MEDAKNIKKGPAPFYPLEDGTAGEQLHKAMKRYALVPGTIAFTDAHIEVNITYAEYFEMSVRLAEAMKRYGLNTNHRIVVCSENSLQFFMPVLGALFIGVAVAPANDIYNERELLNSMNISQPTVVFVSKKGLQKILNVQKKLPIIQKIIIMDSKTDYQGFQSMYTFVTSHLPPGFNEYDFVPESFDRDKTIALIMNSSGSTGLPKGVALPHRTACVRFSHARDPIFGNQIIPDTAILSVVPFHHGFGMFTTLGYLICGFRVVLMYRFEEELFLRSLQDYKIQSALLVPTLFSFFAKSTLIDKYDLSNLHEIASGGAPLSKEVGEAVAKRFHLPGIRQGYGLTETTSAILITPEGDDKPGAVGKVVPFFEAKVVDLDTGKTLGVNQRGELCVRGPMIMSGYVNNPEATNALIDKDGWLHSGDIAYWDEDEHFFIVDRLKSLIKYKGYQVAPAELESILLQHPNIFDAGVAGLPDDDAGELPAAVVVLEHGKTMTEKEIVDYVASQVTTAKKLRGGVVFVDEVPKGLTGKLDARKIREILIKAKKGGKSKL
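test system = cell-free luciferase reagent | medium = PBS as buffer for the ATP substrate | dosing = test compounds dosed from 2 mM stocks in 100% DMSO | incubation = 10 min at ambient temperature | detection = luminescence measurement of luciferase light output | benchmarks = low control with PBS replacing ATP, high control enzyme plus ATP without compound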
TNAP inh no acc = inhibitors of human TNAP without phosphate acceptor. P05186. purified TNAP, CDP-star luminescence, 30 min. inhibition, % at 20 µM. hit rate 0.26% among 200,000;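 active = tissue-nonspecific alkaline phosphatase inhibition above about 50% at 20 µM in the single-dose screen, limit read from the data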;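 also: 0% = DMSO negative control and 100% = EDTA positive control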
FLuc inh counter = Photinus pyralis luciferase inhibition counter-screen; ATPLite firefly luciferase biochemical luminescence, 10 min; inhibition, % at 10 µM; hit rate 1.5% among 200,000;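 active = inhibition above about 50% when tested at 10 µM, limit read from the data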
* hit, by the source's call; nt = not tested or not shown; & = joins results of further samples.

SMILES | TNAP act hiacc | PMI act | NF-kB neuron act | APP 5'UTR act | TNAP inh hiacc | PMI act satM6P | bIAP act | FLuc stim CS | TNAP inh no acc | FLuc inh counter
Cc1ccc(CN2C3=NCCCN3c3ccccc32)cc1 | 1.1 | 1 | 0.86 | -1.2 | -6.1 | 1 | 0.8 | 1 | -13.5 | -2.2
Cc1ccc(S(=O)(=O)Nc2nc(C)c(C(=O)Nc3ccccc3)s2)cc1 | 1 | 1.1 | 1.05 | -6.2 | -2.9 | 1.1 | 1.1 | 1.1 | -6.5 | -5.0
CC(=O)c1ccc(OCCCC(=O)Nc2ccc(C)c(S(=O)(=O)N(C)C)c2)cc1 | 1 | 0.9 | 0.58 | -14.8 | 0.0 | 1 | 1 | 1.1 | -1.2 | -5.4
N#Cc1cnn(Cc2ccccc2)c1N | 1 | 1 | 1.13 | -11.6 | -4.2 | 1 | 1 | 1 | -14.4 | -4.7
COc1ccc(-c2cc(N3C(=O)Nc4ccccc4N3O)n[nH]2)c(OC)c1 | 1 | 1 | 0.77 | 17.0 | -0.6 | 1 | 1.2 | 0.9 | 14.6 | 10.8
Cc1cc(=O)[nH]c(SCC(=O)Nc2cccc3ccccc23)c1C#N | 1 | 0.8 | 0.49 | 0.5 | -4.5 | 1 | 0.9 | 1 | -7.2 | 4.9
CCOC(=O)c1ccccc1NC(=O)Cn1c(=O)n(Cc2ccccc2)c(=O)c2c(C)c(C)sc21 | 1 | 0.9 | 1.06 | -0.3 | -4.1 | 1 | 0.9 | 1.1 | -17.8 | -6.4
CC(C)(C)NC(=O)COc1ccc(CNc2ccc3[nH]c(=O)[nH]c3c2)cc1 | 1 | 0.4 | 0.52 | -0.2 | 0.9 | 0.4 | 1 | 1 | -6.4 | 1.0
O=C(CN(C(=O)c1ccccc1Cl)N1C(=O)CCCC1=O)c1ccc(Cl)cc1 | 1 | 0.9 | 1.18 | 3.6 | -4.8 | 1 | 1.1 | 1.1 | -3.0 | -8.8
O=C(CC(Nc1ccc(F)cc1)c1ccccc1)c1ccccc1 (stereo not drawn) | 1 | 0.8 | 1.48 | 11.6 | -1.5 | 0.9 | 0.9 | 1 | -6.6 | -1.5
CCN(CC)c1nc(-c2nn[nH]n2)nc(N(CC)CC)n1 | 1 | 0.9 | 0.89 | -7.0 | -2.2 | 0.9 | 0.9 | 1 | -12.2 | -4.6
O=c1cc(/C=C/c2ccccc2)oc2ccccc12 | 1 | 0.9 | 4.59* | 133.9 | 0.1 | 0.9 | 0.9 | 0.9 | -7.7 | 14.7

The last 4 entries of the part above come first, to join the parts.
SMILES | TNAP act hiacc | PMI act | NF-kB neuron act | APP 5'UTR act | TNAP inh hiacc | PMI act satM6P | bIAP act | FLuc stim CS | TNAP inh no acc | FLuc inh counter
O=C(CN(C(=O)c1ccccc1Cl)N1C(=O)CCCC1=O)c1ccc(Cl)cc1 | 1 | 0.9 | 1.18 | 3.6 | -4.8 | 1 | 1.1 | 1.1 | -3.0 | -8.8
O=C(CC(Nc1ccc(F)cc1)c1ccccc1)c1ccccc1 (stereo not drawn) | 1 | 0.8 | 1.48 | 11.6 | -1.5 | 0.9 | 0.9 | 1 | -6.6 | -1.5
CCN(CC)c1nc(-c2nn[nH]n2)nc(N(CC)CC)n1 | 1 | 0.9 | 0.89 | -7.0 | -2.2 | 0.9 | 0.9 | 1 | -12.2 | -4.6
O=c1cc(/C=C/c2ccccc2)oc2ccccc12 | 1 | 0.9 | 4.59* | 133.9 | 0.1 | 0.9 | 0.9 | 0.9 | -7.7 | 14.7
CCOC(=O)c1cnc2c(C)c(Cl)ccc2c1Nc1ccc(S(=O)(=O)Nc2ncccn2)cc1 | 1 | 0.9 | 1.05 | -1.0 | -4.7 | 0.8 | 0.9 | 1 | -9.5 | 0.6
O=C(CCN1CCN(Cc2ccccc2)CC1)Nc1ccccc1Cl | 1 | 1.1 | 0.97 | 9.3 | -2.1 | 1 | 0.9 | 1 | -4.0 | -2.6
CC1CCN(S(=O)(=O)c2ccc3c(c2)c(=O)c(C(=O)NCc2ccco2)cn3C)CC1 | 1 | 1 | 0.81 | -2.5 | 1.0 | 1 | 0.9 | 1.1 | -1.7 | -5.8
Cc1cccc(NC(=O)c2sc3nc4c(c(-c5cccs5)c3c2N)CN(C)CC4)c1 | 1 | 1.1 | 0.5 | -12.7 | -3.0 | 1.4 | 0.9 | 1.1 | -7.9 | -6.3
CCOC(=O)C1=C(C(F)(F)F)Nc2ncnn2C1c1ccc(OC)c(OC)c1OC (stereo not drawn) | 1 | 1 | 1 | 7.0 | -0.7 | 1 | 0.9 | 1 | -4.3 | -3.5
O=C(Nc1ccc(F)cc1)C1CC(=O)n2cnnc2N1 (stereo not drawn) | 1.1 | 1 | 1.45 | -1.2 | -6.1 | 1 | 1 | 1 | -14.8 | -3.1
COc1cc(NC(=O)C2CCN(S(=O)(=O)c3cnc[nH]3)CC2)cc(OC)c1OC | 1 | 0.8 | 1.05 | -4.5 | -1.0 | 0.9 | 1.3 | 1 | 4.0 | -2.4
CCCn1c(=N)n(CC(O)COc2cccc(C)c2)c2ccccc21 (stereo not drawn) | 1.1 | 0.9 | 0.73 | -4.1 | -5.2 | 0.9 | 1 | 1 | 0.3 | 0.3
CCN(CC)c1nc(C)nc2c1cnn2CCc1ccccc1 | 1 | 1 | 2.23 | 86.4 | 1.2 | 1 | 1 | 1 | -7.5 | -1.6
O=C(Nc1nccs1)c1ccc(COc2ccccc2Br)o1 | 1 | 0.9 | 1.93 | 26.1 | -1.8 | 0.8 | 1 | 1 | -12.5 | -2.8
Cc1nc(NC(=O)c2ccc([N+](=O)[O-])cc2Cl)sc1C(=O)N(C)C | 1 | 1.3 | 1 | -13.6 | -1.7 | 1.4 | 1.1 | 1 | -9.7 | -1.6
Cn1cnc([N+](=O)[O-])c1NC(C)(C)C | 1 | 1.1 | 1.06 | 0.9 | -4.9 | 1 | 1 | 1 | -22.5 | -3.2
Cc1cccc(NCC(=O)N/N=C\c2c[nH]c3ccccc23)c1 | 1 | 1 | 0.78 | 0.1 | -2.1 | 1 | 0.9 | 1 | -42.8 | -2.2
COc1ccc(N2CCN(C(=O)Cc3nn(C)c(=O)c4ccccc34)CC2)cc1 | 1 | 0.8 | 0.88 | -1.1 | 0.4 | 0.8 | 1 | 1 | -6.2 | -3.2
CCCCOc1cccc(NC(=O)CSc2nncn2C)c1 | 1 | 1 | 1.2 | -11.2 | -4.8 | 0.9 | 1.1 | 1 | -6.1 | -3.7
CCC(C)NC(=O)Cn1nc(C(F)(F)F)c2c1CCC2 (stereo not drawn) | 1.1 | 1 | 1.14 | -3.3 | -7.6 | 1 | 1.1 | 1 | -9.9 | -3.4
Cn1cnnc1SC(C(=O)c1ccccc1)c1ccccc1 (stereo not drawn) | 1 | 1 | 1.3 | 6.5 | -3.2 | 1 | 0.9 | 1 | -4.0 | -3.1
CCc1nc2ccccc2n1CCC(C)C | 1 | 0.9 | 0.97 | 14.0 | -1.6 | 0.9 | 1 | 1 | -5.3 | -1.5
CC(C)CNC(C)C(=O)Nc1ccc(S(N)(=O)=O)cc1 (stereo not drawn) | 1.1 | 0.9 | 1.22 | 7.9 | -5.2 | 0.9 | 1.2 | 1.1 | -13.2 | -6.2
COCCNC(=O)c1onc(CSc2cccc(C)c2)c1C(=O)O | 1 | 1 | 1.29 | 25.9 | -1.5 | 1 | 1 | 1.1 | -7.7 | -8.9
COc1ccc(-c2cc3nc4c(c(N5CCC6(CC5)OCCO6)n3n2)CCC4)cc1 | 1.1 | 0.9 | 1.1 | -6.5 | -7.2 | 0.9 | 0.9 | 1 | -11.2 | -4.3
c1ccc(Cc2nnc3sc(-c4ccccn4)nn23)cc1 | 1 | 0.8 | 1.25 | 19.3 | -2.5 | 0.7 | 1 | 1.1 | -6.2 | -6.0
Cc1ccc(CNC(=O)CSc2nc3ccsc3c(=O)n2NC(=O)c2ccccc2)cc1 | 1.1 | 1 | 1.98 | 28.3 | -7.5 | 1.1 | 1 | 1.1 | -20.3 | -6.9
O=C(CCc1nnc(Cc2c[nH]c3ccccc23)o1)NC1CCCC1 | 1.1 | 1 | 1.03 | -17.1 | -6.6 | 0.9 | 1.1 | 1.1 | -11.2 | -6.4
C=C(C)Cn1c(Sc2nnc(C)s2)nc2c1c(=O)[nH]c(=O)n2C | 1 | 1 | 1.06 | 6.5 | -3.7 | 1 | 1 | 1 | -22.8 | -4.1
CN(C(=O)COC(=O)C(Cc1ccccc1)NC(=O)c1ccccc1)c1ccccc1 (stereo not drawn) | 1 | 0.8 | 1.12 | -14.0 | 2.7 | 0.9 | 0.9 | 1 | -2.0 | -2.5
COCCSc1ccccc1C(=O)Nc1ccncc1 | 1 | 1 | 1.13 | 3.8 | 1.6 | 1 | 1 | 1 | -4.7 | -0.3
Cc1ccc2[nH]c(=O)c(CN(Cc3ccccc3)C(=S)NCCCN(C)C)cc2c1 | 1 | nt | 0.87 | -14.4 | 0.7 | nt | 1 | 1 | 1.7 | -4.6
COCCNC(=O)c1cc2c(=O)n3cccc(C)c3nc2n1C | 1.1 | 0.9 | nt | nt | -7.9 | 0.9 | 1.1 | 1.1 | -12.5 | -6.7
O=C(Nc1cccc(NC(=O)c2ccco2)c1)c1cnccn1 | 1 | 1 | 1.21 | -20.5 | -1.6 | 1.1 | 0.9 | 1 | -4.3 | 0.7
NNC(=O)Cn1c(COc2ccc(Cl)cc2)nc2ccccc21 | 1 | 1 | 1.19 | 3.5 | -3.9 | 1 | 1.2 | 0.5 | -10.8 | 45.5
O=C(Cc1cc(=O)[nH][nH]1)N/N=C/C=C/c1ccccc1 | 1&1 | 1.1&0.9 | 1.14&1.05 | 1.6&0.4 | -2.3&-0.1 | 1.1&1 | 1.2&1.2 | 1.1&1 | -0.5&-8.8 | -11.8&-3.4
COc1ccc2c(c1)C(=O)C(=O)N2 | 1 | 0.8 | 1.21 | -6.5 | 4.6 | 0.8 | 0.9 | 1 | -4.7 | 0.5
CCN(c1ccccc1)S(=O)(=O)c1ccc(N)c(OC)c1 | 1.1 | 1.1 | 1.24 | -10.7 | -7.4 | 1.1 | 0.9 | 1.1 | -1.3 | -5.8
O=C(Nc1nc2ccccc2n1CCN1CCCCC1)c1ccc(Cl)cc1 | 1 | 1.2 | 1.3 | 5.2 | -4.8 | 1.1 | 1 | 1.1 | -1.5 | -9.3
Cn1c(N)c(C(=O)COC(=O)CCc2ccccc2)c(=O)n(C)c1=O | 1 | 0.9 | 1.17 | -4.0 | -2.7 | 0.9 | 1 | 1 | -10.6 | -4.2
COC(=O)c1ccc(NC(=O)CN2CCN(c3ccccc3)CC2)cc1 | 1 | 0.9 | 1.02 | 12.8 | -1.8 | 0.9 | 0.9 | 1.1 | -7.5 | -5.4
Cc1nnc(SC(C)C(=O)Nc2ccc(S(=O)(=O)N3CCCCC3)cc2)s1 (stereo not drawn) | 1.1 | 1 | 1.1 | -4.7 | -8.4 | 1 | 1 | 1 | -9.1 | -4.6
Cc1ccc(-c2c(C)n([O-])c3c([n+]2=O)CCCCC3)cc1 | 1 | 1.1 | 1.17 | -17.9 | -3.6 | 1.1 | 1 | 1.1 | -5.4 | -7.9
